GLP-1R agonist: GLP-1 receptor (human) agonism; actives 0.007% (n = 380,000); HEK293 GLP-1R CRE-luciferase, luminescence, 4-6 h; cells express a hypersensitive GLP-1R form; Potency, µM (series often up to 45.6 µM), for the others: at the highest dose activation, hits mostly activators; also: potency is read from the fitted curve at half-maximal effect; % of control where 0% means no effect
Target sequence (P43220 whole entry, looked up): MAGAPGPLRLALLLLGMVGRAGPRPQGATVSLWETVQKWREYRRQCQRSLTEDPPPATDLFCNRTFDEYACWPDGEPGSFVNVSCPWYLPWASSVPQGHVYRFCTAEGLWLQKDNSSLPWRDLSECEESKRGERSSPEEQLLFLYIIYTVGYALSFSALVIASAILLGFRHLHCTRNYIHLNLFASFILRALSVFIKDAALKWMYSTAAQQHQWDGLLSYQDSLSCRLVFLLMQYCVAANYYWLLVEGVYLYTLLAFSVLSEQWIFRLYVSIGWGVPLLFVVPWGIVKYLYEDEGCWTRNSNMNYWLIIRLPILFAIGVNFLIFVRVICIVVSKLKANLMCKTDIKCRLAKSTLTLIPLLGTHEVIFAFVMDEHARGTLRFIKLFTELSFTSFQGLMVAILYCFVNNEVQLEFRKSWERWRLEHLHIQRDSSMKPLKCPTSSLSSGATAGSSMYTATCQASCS
GLP1R inv ag: inverse agonists of human GLP-1 receptor; Potency, µM (top dose mostly 38.3 µM), for the others: top-dose activity change, negative = inhibition, most hits filed as inhibitors; actives 1.6% (n = 410,000); HEK293 GLP-1R CRE-luciferase, luminescence, 24 h; GLP-1R form is constitutively active; AID 624417; P43220; also: potency is read from the fitted curve at half-maximal effect; % is scaled to controls: 0 for no effect and ±100 for the full control effect; nearly all actives have a fitted effect of over 55% in size
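Inverse agonists were sought by their lowering of basal cAMP reporter luciferase output in HEK293 cells stably carrying constitutively active human GLP-1R, after 24 h compound treatment.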
EPAC1 ag: agonists of human EPAC1; O95398; EPAC1 agonist qHTS, biochemical assay; response scale: 100% = response to 6.5 mM cAMP; Potency, µM (top dose mostly 154 µM), for the others: at the top dose activation, actives largely listed as activators; actives 0.073% (n = 360,000); also: potency is read from the fitted curve at half-maximal effect; nearly all actives have a fitted effect of over 60% in size
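Read-out is the fluorescence drop as BODIPY-GDP leaves Rap1B (480 nm excitation, 540 nm emission), recorded every 5 minutes over 30 minutes. Reactions held 100 nM EPAC1, 250 nM Rap1B–BODIPY-GDP and 50 uM GDP, with 6.5 mM cAMP setting full activation.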
IL2 activator: IL-2 activation; actives 0.065% (n = 360,000); IL-2 activation reporter assay, cell-based qHTS; stimulated with anti-CD3/CD4/CD28 beads; in transgenic mouse T cells; activation, % (series mostly up to about 46 µM); AID 652025; in the data active = activation above about 50%; inconclusive = mostly about 30% to 49%; also: 0% is about no effect
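Using fluorescent plate cytometry, EGFP and DsRed are detected in transgenic mouse T cells stimulated 18 h at 37 degrees C with antibody-coated beads after 60 min compound pretreatment.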
EPAC1 antag: antagonists of human EPAC1; EPAC1 GEF assay, Rap1b-BODIPY-GDP exchange fluorescence; Potency, µM (highest dose often 115 µM), without a hit: at the highest dose activity change, negative = inhibition, hits mostly inhibitors; O95398; actives 0.14% (n = 360,000); AID 720709;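 also: potency is read from the fitted curve at half-maximal effect; plate controls were vehicle for no effect and positive control for full effect; nearly all actives have a fitted effect of over 50% in size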
PLK1 PBD block: PLK1 (human) polo-box domain binding inhibition; actives 2.8% (n = 360,000); Plk1 PBD binding of FITC phosphopeptide, fluorescence polarization; Potency, µM, for the others: max response, negative = inhibition, most hits filed as inhibitors; also: potency is read from the fitted curve at half-maximal effect; series mostly up to about 57 µM; % is scaled to controls: 0 for no effect and ±100 for the full control effect; nearly all actives have a fitted effect of over 65% in size
HEK293 tox: cytotoxicity in counter-screen for GLP-1R inverse agonists | HEK293 cAMP-luciferase reporter cells, luminescence, 24 h | Potency, µM (highest dose often 38.3 µM), for the others: top-dose activity change, negative = inhibition, most hits filed as inhibitors | actives 0.13% (n = 410,000) | AID 624418;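 also: loss of luciferase light is scored as toxicity; potency is read from the fitted curve at half-maximal effect; % is scaled to controls: 0 for no effect and ±100 for the full control effect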
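Quantitative HTS format, 1536 wells, 200 cells/uL seeded. Compounds: 23 nL, 24 h, 37 °C. Detection: luciferase reagent, luminescence at 12 min RT; decreased signal taken as cytotoxic.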
PTHR1 agonist: PTHR1 (human) receptor agonism. HEK293 GP2 PTHR1 cells, GloSensor cAMP luminescence, 1 h. Potency, µM (series often up to 115 µM), for inactives: at the top dose activation, most hits filed as activators. actives 0.075% (n = 410,000); also: potency is read from the fitted curve at half-maximal effect; nearly all actives have a fitted effect of over 55% in size; some results filed as inactive show a strong effect at the top dose; inactives centre near -15; many of its hits are not listed in these tables
Target sequence (Q03431 whole entry, looked up): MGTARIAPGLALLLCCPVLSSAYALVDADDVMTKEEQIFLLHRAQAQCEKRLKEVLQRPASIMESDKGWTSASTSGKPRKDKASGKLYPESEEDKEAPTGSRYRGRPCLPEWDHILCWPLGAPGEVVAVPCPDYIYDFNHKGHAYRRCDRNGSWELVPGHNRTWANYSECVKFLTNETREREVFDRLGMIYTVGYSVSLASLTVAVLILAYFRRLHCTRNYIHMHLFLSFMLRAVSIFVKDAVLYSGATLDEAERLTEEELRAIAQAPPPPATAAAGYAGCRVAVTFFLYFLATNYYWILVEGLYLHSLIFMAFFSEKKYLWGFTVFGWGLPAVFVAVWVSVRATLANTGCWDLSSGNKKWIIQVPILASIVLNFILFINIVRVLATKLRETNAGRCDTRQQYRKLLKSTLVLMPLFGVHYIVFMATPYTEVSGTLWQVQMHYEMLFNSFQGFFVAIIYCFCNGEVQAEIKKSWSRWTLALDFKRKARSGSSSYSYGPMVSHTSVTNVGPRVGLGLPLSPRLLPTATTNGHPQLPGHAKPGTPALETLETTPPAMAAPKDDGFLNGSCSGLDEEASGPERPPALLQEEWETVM
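HEK-293-derived GP2 cells expressing PTHR1 and a GloSensor cAMP reporter, 3,000/well, plated overnight, given luciferin plus IBMX (each 0.5 mM as added) for 1 h at 37 °C, then compound for 1 h at 37 °C. Luminescence was read after 15 min at room temperature.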
PI5P4K alpha inh: blocks human PI5P4K alpha kinase activity | P48426 | PI5P4Kalpha enzyme, ADP-Glo luminescence, 60 min; hits give low values | max response, % | actives 1.2% (n = 330,000) | AID 652105; active = max response of -50% or lower; inconclusive = between -30% and -50%; inactive = -30% or higher; also: value at the top dose of about 77 µM; % is scaled to controls: 0 for no effect and ±100 for the full control effect
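Compounds were pin-transferred onto PI5P4Kalpha and substrate in HEPES pH 7.4 buffer with EGTA, CHAPS and 5% DMSO. ATP (5 microM final) started the reaction, which ran 60 minutes at room temperature before ADP-Glo detection.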
* = called active by the depositor; i = inactive; ? = inconclusive; nt = not tested or not shown; & = joins results of further samples; [ ] = remark or other dose. Unless noted, calls follow the shape of the dose curve; as a rule, active = well fitted curve in the direction sought with a large enough effect; inconclusive = small, poorly fitted or top-dose-only effect, or another doubt; inactive = no such curve, though single readings can be large; an effect the other way counts as inactive or inconclusive. Only part of the results is shown; rates above refer to the full screens.

SMILES | GLP-1R agonist | GLP1R inv ag | EPAC1 ag | IL2 activator | EPAC1 antag | PLK1 PBD block | HEK293 tox | PTHR1 agonist | PI5P4K alpha inh
Cc1c(C(=O)NCc2ccccc2C(F)(F)F)sc(=O)n1Cc1ccc2ccccc2c1 | -3.7% | ? | -17.2% | 0.3 | -4.9% | 0.0% | 4.3% | i | 18.2
CCOc1ccc(C(=S)N2CCCC2)cc1OCC | 9.6% | 28.1% | 2.2% | -1.3 | -4.8% | ? | 1.7% | i | ?
CCCc1cc(C(N)=O)c(NC(=O)c2ccco2)s1 | 3.5% | 94.2%[activator] | 4.0% | -4.3 | -14.2% | 26.7µM* | 16.6% | i | -7.5
CC(C)c1ccccc1NC(=O)CCc1nc2ccccc2s1 | 5.9% | ? | 5.5% | -0.1 | -5.0% | ? | ? | i | ?
COc1cc(NS(=O)(=O)c2ccc(NC(=O)/C(=C\c3ccccc3OC)NC(=O)c3ccccc3)cc2)nc(OC)n1 | -0.2% | 0.7% | -2.4% | -0.5 | ? | -11.6% | -4.2% | i | nt
O=C(NCc1nnc(SCC(=O)N2CCN(c3ccccc3)CC2)o1)c1c(F)cccc1Cl | 2.0% | 31.6%[activator] | -11.9% | -3.4 | 12.2% | -1.1% | 3.7% | i | -1.5
CC(=O)N1c2ccc(S(=O)(=O)N(C)CC(=O)Nc3cccc(C)c3)cc2CC1C (stereo not drawn) | 0.9% | 10.6% | 11.0% | -2.7 | 6.8% | -10.3% | -3.4% | -20.9% | 1.0
COc1ccc(CNc2ncnc(N)n2)cc1 | 3.8% | 8.1% | -0.7% | 0.3 | -8.5% | 2.1% | -13.3% | i | 4.8
CCCCN(C(=O)c1ccc2c(c1)S(=O)(=O)N=C1CCCCCN12)c1c(N)n(CCCC)c(=O)[nH]c1=O | 1.1% | 7.5% | 7.6% | 0.6 | 0.5% | -4.5% | -2.2% | i | -3.5
O=[N+]([O-])c1ccc(-n2nncc2-c2ccccc2)cc1 | -1.3% | 19.1% | -8.0% | 1.2 | -11.8% | 0.7% | 1.2% | i | -16.8
CCN(CC)C(=O)Cn1cnc2c1c(=O)n(C)c(=O)n2C | 6.3% | 4.7% | 3.7% | 1.8 | -7.4% | -3.0% | 3.4% | i | 0.1
C=C1C[C@@]23CCC4[C@@](C)(CCC[C@@]4(C)C(=O)OC)C2CC[C@]1(OC(C)=O)C3 (stereo partly drawn) | -9.4% | -25.2% | -5.1% | -0.6 | -15.7% | -16.6% | 8.2% | -13.9% | 20.6
Clc1cccc(N2CCN(c3ncnc4c3nc3n4CCCC3)CC2)c1 | 1.9% | ? | nt | nt | nt | nt | 3.0% | -13.8% | nt
CCN(CC)C(=O)N1CCN(S(=O)(=O)c2ccc(C)c(C)c2)CC1 | 6.1% | 7.2% | -5.0% | 0.1 | -8.9% | -7.7% | -0.9% | -1.3% | 14.4
CC(C)NC(=O)c1cc2cc(Br)ccc2oc1=O | -8.8% | 9.9% | -0.6% | -1.5 | -0.8% | -10.2% | 41.1%[activator] | i | -7.3
CCOC(=O)C1CCN(S(=O)(=O)c2cccc(-c3cn4cccc(C)c4n3)c2)CC1 | 4.8% | -18.5% | 3.5% | -2.2 | -3.4% | -2.1% | -2.0% | -4.7%[57.5 µM] | 1.8
CCC(=O)Nc1ccc2c(c1)nc(CCN1CCN(c3ccccc3)CC1)n2C | -4.2% | -2.9% | -5.0% | 0.0 | -3.2% | 3.1% | -27.5% | -21.5% | 1.8
COc1cc(C)nc(N(Cc2ccccc2)S(=O)(=O)c2ccccc2)n1 | -6.9% | ? | 9.9% | -3.7 | -13.5% | -16.5% | 23.3% | -5.7% | 12.6
Cc1ccc(C)c(S(=O)(=O)N2CCN(C(=O)CCc3nc4ccccc4c(=O)[nH]3)CC2)c1 | 1.7% | -30.6% | ? | 2.7 | 1.4% | -3.5% | 7.4% | -17.9% | 1.8
O=C(NC(Cc1ccccc1)C(=O)O)/C(=C/c1ccc(Br)cc1)NC(=O)c1ccc(Br)o1 (stereo not drawn) | -1.0% | -4.6% | 2.6% | -2.4 | -0.2% | -14.7% | 32.7%[activator] | i | 0.8
Cc1ccc(S(=O)(=O)N2CCCSCC2)cc1 | -14.2% | ? | 8.6% | 0.0 | 3.8% | -3.2% | -3.7% | -9.5% | -7.2
CC(C)(O)C1=C[N+](=O)CC=C1 | 8.7% | 4.8% | -0.3% | 0.0 | 9.2% | -9.3% | 2.4% | i | -1.6
Fc1ccc(C2CC(c3ccco3)=NN2c2ccccc2)cc1 (stereo not drawn) | 0.8% | 6.31µM* | 9.4% | -0.4 | 5.0% | 1.7% | 109.9%[activator] | -14.2% | 9.7
O=C(NCC(O)c1ccc2ccccc2c1)c1c(F)cccc1F (stereo not drawn) | -1.4% | -11.9% | -1.2% | -1.4 | 3.6% | 4.1% | -5.8% | i | -6.1
CCOc1cc(-c2nc(-c3ccccc3OC)no2)cc(OCC)c1OCC | -0.2% | -16.5% | 3.9% | 0.4 | 7.3% | 0.2% | -3.0% | -14.2%[57.5 µM] | -1.7
COc1ccc(OC)c(CNC(=O)COc2cc(=O)n(C)c3ccccc23)c1 | -3.6% | 0.0% | -3.7% | -3.8 | -9.8% | -11.4% | 5.5% | -51.7%[inhibitor][57.5 µM] | -2.6
COc1cc(-c2[nH]nc3c2C(c2ccoc2)C(C#N)=C(N)O3)cc(OC)c1OC (stereo not drawn) | 2.8% | 2.7% | 5.6% | 0.7 | 4.3% | ? | -2.0% | i | ?
CCN(C(=O)CSc1nc2ccc(OC)cc2[nH]1)c1c(N)n(Cc2ccccc2)c(=O)[nH]c1=O | -10.2% | 11.4% | -3.1% | -2.3 | -1.8% | 2.2% | -8.0% | -4.6% | 0.7
CC[C@@H]1CCCCc2ccccc2[C@H](C(=O)C[C@@H](O)CC(C)=O)OC1=O | -1.1% | ? | -9.7% | 0.7 | -11.5% | -23.2% | 7.5% | -4.7% | 1.6
FC(F)Sc1ccc(Nc2ncnc3nc[nH]c23)cc1 | 3.2% | 0.0% | -3.6% | -0.2 | 2.9% | -21.4% | -19.5% | -81.7%[inhibitor] | nt
CCCCN1CCCCC1C(=O)Nc1c(C)cc(C)cc1C (stereo not drawn) | 18.3% | 0.0% | 6.2% | -2.4 | 0.5% | -1.3% | 2.0% | ? | 0.6
COCC(=O)NNC(=O)c1ccc(OC)cc1 | 5.0% | 13.1% | -7.4% | 0.8 | 18.6% | -10.4% | 1.6% | -5.7% | -2.7
O=S(=O)(NCc1ccco1)c1cnc(Cl)c(Cl)c1 | -0.3% | -27.0% | 3.8% | -4.3 | -5.0% | -3.0% | -14.1% | i | 1.3
Cc1nn(CC(=O)N2CCN(Cc3ccccc3)CC2)c(=O)c2ccccc12 | -2.1% | -1.2% | -5.6% | -1.9 | 5.2% | -5.2% | -10.7% | -12.9% | -1.6
CCCCNC(=O)C1(C)CCN1C(=O)c1cccc(OC(F)(F)F)c1 (stereo not drawn) | 5.9% | 6.0% | -15.8% | 0.0 | -11.3% | -15.4% | 5.7% | 3.3% | 2.2
Cc1ccc(NC(=O)COc2ccc(/C=N/NC(=O)CSCc3ccccc3)cc2)cc1 | 7.1% | -6.3% | -2.3% | 0.1 | 12.4% | 0.8% | -5.8% | -48.0%[inhibitor] | nt
CCC(C)NS(=O)(=O)c1ccc(OCC(=O)N2CCCC2)cc1 (stereo not drawn) | -1.4% | 1.9% | 10.0% | -2.1 | 8.8% | 2.0% | 2.4% | -20.1%[57.5 µM] | nt
CC(C)C(=O)Nc1ccc2nn(-c3ccccc3)nc2c1 | -3.6% | ? | -5.9% | -0.3 | 5.0% | -5.4% | 4.2% | -44.8%[inhibitor] | 2.0
COc1cccc(CN2CCN(Cc3c(C)nn(C(C)C)c3C)CC2CCO)c1 (stereo not drawn) | -6.4% | 0.6% | -3.3% | -4.0 | 2.0% | -13.0% | 0.8% | -12.3% | 4.0
O=C(CSc1ccccc1F)Nc1ccc2c(c1)OCO2 | 13.0% | -2.3% | -7.6% | -0.9 | -8.4% | -10.7% | 9.4% | -20.8% | -5.3
CCCCN(C(=O)c1ccc(N2CCCC2=O)cc1)c1c(N)n(CCCC)c(=O)[nH]c1=O | 6.0% | -1.9% | 1.6% | -1.4 | 2.6% | -5.5% | 2.2% | -17.2% | -3.2
COc1ccccc1C(=O)NNC(=S)NC(=O)c1cc(OC)c(OC)c(OC)c1 | 4.3% | 0.2% | -1.2% | 1.0 | -8.8% | -10.9% | 10.0% | -16.0% | 3.0
CCOc1ccccc1C(=O)NCC(=O)Nc1ncccc1C | 6.9% | 24.1% | 7.7% | 0.2 | 2.8% | -8.6% | 1.1% | 18.9% | -6.8
COc1cccc(C2CC(c3ccccc3)Nc3ncnn32)c1 (stereo not drawn) | -1.7% | 7.0% | 0.6% | -3.6 | 12.5% | -5.1% | -5.8% | i | nt
COc1ccc(N(CC(=O)N2CCN(c3ccccc3F)CC2)S(=O)(=O)c2c(C)noc2C)cc1 | -0.2%&0.9% | -13.9%&-1.9% | 4.5% | -0.9 | -17.9% | -10.7% | -4.7%&1.4% | -19.2%&-11.1% | -2.4
COc1ccc(NC(=O)COC(=O)c2cc(SC)ccc2Cl)c(OC)c1 | 3.5% | 6.7% | -11.0% | -2.2 | 0.1% | -3.5% | -6.3% | i | 2.5
Cc1sc2ncnc(N3CCC(C(=O)Oc4cccc(Cl)c4Cl)CC3)c2c1C | -0.2% | -1.3% | -8.0% | -0.1 | 3.9% | -7.0% | -6.1% | -20.8% | 7.9

From PubChem BioAssay
